# PTHR1 ag – qHTS for PTHR1 Agonists: Primary Screen; Parathyroid hormone/parathyroid hormone-related peptide receptor (Homo sapiens), Q03431; HEK293 GP2 PTHR1 cells, GloSensor cAMP luminescence, 1 h; 410,000 tested, 0.075% active; Potency, µM (titrated, usually from 115 µM), for the others: top-dose activation, most hits filed as activators; note: potency is the fitted concentration of half-maximal effect; nearly all actives have a fitted effect of over 55% in size; some results filed as inactive show a strong effect at the top dose; inactives centre near -15; many of its hits are not listed in these tables
# Target sequence (Q03431 whole entry, looked up): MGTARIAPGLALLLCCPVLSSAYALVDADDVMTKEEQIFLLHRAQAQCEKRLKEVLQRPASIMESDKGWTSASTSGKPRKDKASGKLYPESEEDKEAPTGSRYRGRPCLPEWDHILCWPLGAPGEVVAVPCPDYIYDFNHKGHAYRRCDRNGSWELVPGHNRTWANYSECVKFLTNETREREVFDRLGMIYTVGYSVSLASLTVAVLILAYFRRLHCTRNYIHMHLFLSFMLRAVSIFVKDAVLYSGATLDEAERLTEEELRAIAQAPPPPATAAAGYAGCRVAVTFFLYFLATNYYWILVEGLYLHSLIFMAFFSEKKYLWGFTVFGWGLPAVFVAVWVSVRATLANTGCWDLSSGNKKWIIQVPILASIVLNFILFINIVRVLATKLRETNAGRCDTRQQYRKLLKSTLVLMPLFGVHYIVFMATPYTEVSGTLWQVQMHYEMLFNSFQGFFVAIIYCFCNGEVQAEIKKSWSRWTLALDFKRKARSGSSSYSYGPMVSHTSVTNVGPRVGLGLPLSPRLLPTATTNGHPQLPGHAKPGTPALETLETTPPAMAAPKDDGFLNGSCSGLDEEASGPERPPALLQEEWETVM
#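 HEK-293-derived GP2 cells expressing PTHR1 and a GloSensor cAMP reporter, 3,000/well, plated overnight, given luciferin plus IBMX (each 0.5 mM as added) for 1 h at 37 °C, then compound for 1 h at 37 °C. Luminescence was read after 15 min at room temperature.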
# GLP-1R inv ag – qHTS of GLP-1 Receptor Inverse Agonists (Inhibition Mode) | Potency, µM (doses to about 38.3 µM), without a hit: at the top dose activity change, negative = inhibition, hits mostly inhibitors | HEK293 GLP-1R CRE-luciferase, luminescence, 24 h; GLP-1R form is constitutively active | Glucagon-like peptide 1 receptor (Homo sapiens), P43220 | 410,000 tested, 1.6% active; note: potency is the fitted concentration of half-maximal effect; % is set by controls: 0 for no effect and ±100 for the full control effect; nearly all actives have a fitted effect of over 55% in size
#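 GLP-1R inverse agonism mode: basal reporter luminescence in engineered HEK293 cells measured after one day of compound exposure at 37 deg C, with a 12 min room-temperature detection step.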
# D3 antag – qHTS of D3 Dopamine Receptor Antagonist: qHTS | D3R cells, DiscoveRx beta-arrestin luminescence, antagonist mode; stronger effect = lower value | max response, negative = inhibition, % | 360,000 tested, 2.5% active; in the data active = max response below about -50%; inconclusive = no clear call, values can overlap the other calls; note: % is set by controls: 0 for no effect and ±100 for the full control effect; mostly tested at two doses, the higher about 12 µM
# Target sequence (P35462 whole entry, looked up): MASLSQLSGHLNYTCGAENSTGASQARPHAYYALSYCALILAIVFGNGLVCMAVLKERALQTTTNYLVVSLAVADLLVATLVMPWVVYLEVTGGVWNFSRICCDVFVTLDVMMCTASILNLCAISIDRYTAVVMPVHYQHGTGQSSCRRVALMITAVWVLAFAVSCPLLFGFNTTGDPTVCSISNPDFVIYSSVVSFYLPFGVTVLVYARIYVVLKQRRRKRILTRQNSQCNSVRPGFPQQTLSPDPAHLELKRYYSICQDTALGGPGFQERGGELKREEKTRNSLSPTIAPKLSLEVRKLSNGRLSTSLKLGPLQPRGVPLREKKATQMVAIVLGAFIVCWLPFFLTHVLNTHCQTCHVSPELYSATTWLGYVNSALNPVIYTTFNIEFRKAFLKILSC
#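 Cells expressing the human receptor were seeded at 1500 cells/well, incubated overnight at 37 degrees C in 5% CO2, then exposed to library compounds with dopamine controls for 90 minutes at 37 degrees C before luminescent detection.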
# aSyn rescue – qHTS of alpha-syn Inhibitors | 370,000 tested, 0.14% active | Yeast expressing alpha-synuclein, growth rescue, BacTiter-Glo, 24 h | AID 652106, 2013 | Potency, µM (titrated, usually from 46.1 µM), without a hit: at the top dose growth rescue (activation), hits mostly activators; note: potency is the fitted concentration of half-maximal effect; % of control where 0% means no effect; nearly all actives have a fitted effect of over 65% in size
#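 Readout is rescue of growth in alpha-synuclein-expressing yeast, so inhibitors of toxicity appear as activators. Growth after 24 hr at 30 deg C in galactose medium is quantified by luminescence.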
# KB-V1 cytotox – qHTS assay for MDR1-selective chemotherapeutics: Primary screen using the drug-selected MDR subline cells KB-V1; 400,000 tested, 3.4% active; Potency, µM (highest dose often 46.1 µM), without a hit: at the highest dose activity change, negative = cytotoxicity, most hits filed as cytotoxic; KB-V1 MDR cells viability, CellTiter-Glo, 72 h; note: potency is the fitted concentration of half-maximal effect; % is set by controls: 0 for no effect and ±100 for the full control effect; nearly all actives have a fitted effect of over 60% in size
#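 Readout: CellTiter-Glo luminescence, 10 min after addition. Cells: KB-V1 MDR subline, 72 h at 37 degrees C with compound. Analysis: corrected, normalized data fitted to concentration-effect curves.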
# GLP1R ag – qHTS of GLP-1 Receptor Agonists. Glucagon-like peptide 1 receptor (Homo sapiens), P43220. HEK293 GLP-1R CRE-luciferase, luminescence, 4-6 h; cells express a hypersensitive GLP-1R form. Potency, µM (titrated, usually from 45.6 µM), for inactives: at the top dose activation, actives largely listed as activators. 380,000 tested, 0.007% active. AID 624172, 2012; note: potency is the fitted concentration of half-maximal effect; % of control where 0% means no effect
# TDP43 rescue – qHTS of TDP-43 Inhibitors; AID 652104, 2013; TDP-43 expressing yeast growth rescue, BacTiter-Glo, 24 h; Potency, µM (highest dose often 46.1 µM), without a hit: top-dose growth rescue (activation), most hits filed as activators; 410,000 tested, 1.8% active; note: potency is the fitted concentration of half-maximal effect; % of control where 0% means no effect; nearly all actives have a fitted effect of over 50% in size
#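 In this qHTS, compounds that restore growth of yeast expressing TDP-43 appear as activators. Cells (OD600=0.02, galactose medium, raffinose-pregrown) are incubated with compound 24 hr at 30 deg C and growth is quantified by BacTiter-Glo.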
# HEK293 tox – qHTS of GLP-1 Receptor Inverse Agonists: Cytotox Screen; 410,000 tested, 0.13% active; Potency, µM (top dose mostly 38.3 µM), inactives show top-dose activity change, negative = inhibition, actives largely listed as inhibitors; AID 624418, 2012; HEK293 cAMP-luciferase reporter cells, luminescence, 24 h;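 note: loss of luciferase light is scored as toxicity; potency is the fitted concentration of half-maximal effect; % is set by controls: 0 for no effect and ±100 for the full control effect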
#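 MLSMR compounds, 24 hr on cells at 37 deg C/5% CO2; luminescence after luciferase reagent (12 min RT). Inhibition counted as the undesired cytotoxic outcome.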
# DRD3 agonist – qHTS of D3 Dopamine Receptor Agonist: qHTS. D(3) dopamine receptor (Homo sapiens), P35462. D3R DiscoveRx beta-arrestin cells, luminescence, 90 min. max activation, %. 410,000 tested, 0.58% active. AID 652048, 2013; in the data active = max activation above about 30%; note: 0% is about no effect; mostly tested at two doses, the higher about 12 µM
#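 Agonist mode: compounds and dopamine controls were applied to plated cells for 90 min at 37 degrees C after an overnight attachment at 1500 cells/well. Luminescent read-out followed 30 - 60 minutes at room temperature with DiscoveRx detection reagent.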
# Active calls of the source: *; i = inactive; ? = inconclusive; nt = not tested or not shown; & = joins results of further samples; [ ] = dose if it differs, or a comment. Unless noted, calls come from the whole dose curve; as a rule, active = well fitted curve in the direction sought with a large enough effect; inconclusive = small, poorly fitted or top-dose-only effect, or another doubt; inactive = no such curve, though single readings can be large; an effect the other way counts as inactive or inconclusive. These rows are one share of the data, so the mix of outcomes need not match the whole.
SMILES,PTHR1 ag,GLP-1R inv ag,D3 antag,aSyn rescue,KB-V1 cytotox,GLP1R ag,TDP43 rescue,HEK293 tox,DRD3 agonist
O=C(O)C1C(c2ccccc2)C(C(=O)N2CCOCC2)C1c1ccccc1 (stereo unspecified),-3%[57.5 µM],9%,11,-8%,0%,-8%,11%,-1%,-3
O=c1[nH]c2cccnc2n1-c1ccc([N+](=O)[O-])cc1,-21%,33%,-14,-5%,-5%,13%,-1%,6%,-1
COc1ccc(Br)cc1S(=O)(=O)Nc1cccc(C)n1,-5%,1%,10,3%,0%,3%,-11%,6%,2
CCc1ccc(O)c(C(=O)c2cnc3cc(-c4ccc(C)cc4)nn3c2)c1,i,15%,nt,nt,3%,0%,18%,5%,9
O=C(c1ccc(COc2ccccc2Cl)o1)N1N=C(C(F)F)CC1(O)C(F)F (stereo unspecified),-10%,?,1,0%,-1%,10%,10%,-25%,7
COc1ccc(C(=O)Oc2c(OC)cc(C(=S)N3CCOCC3)cc2OC)cc1OC,-23%,11%,30,27%,-18%,6%,14%,5%,0
O=P(/C(=N/O)Sc1ccccc1)(N1CCOCC1)N1CCOCC1,-47%[inhibitor][57.5 µM],10%,-4,-1%,12%,0%,-5%,6%,-16
NC(=O)CN1C(=O)C(O)(CC(=O)c2ccccc2O)c2ccccc21 (stereo unspecified),i,-12%,5,-9%,0%,2%,21%,1%,6
O=C(NCc1ccccc1)C1CCN(C(=O)NCc2ccccc2)CC1,i,0%,-14,1%,3%,-9%,-3%,0%,-5
COc1ccc(CCC(C)Nc2cccc(C)c2)cc1 (stereo unspecified),-10%[57.5 µM],0%,5,2%,15%,7%,0%,-13%,-19
CCOC(=O)C(=O)NC1CC=CCC1c1ccc2c(c1)OCO2 (stereo unspecified),i,0%,7,2%,-2%,-3%,6%,-8%,7
COc1ccc(-c2nc(SCC(=O)c3ccc(OC)c(Br)c3)n[nH]2)cc1,-77%[inhibitor],?,nt,nt,?,nt,-2%,?,-23
CN(C)c1ccc(P(=O)(OCc2ccccc2)C(O)c2ccc(Br)cc2)cc1 (stereo unspecified),-6%,?,4,8%,-14%,13%,-3%,-16%,7
Cc1ccc(C(=O)NC(NC(=S)Nc2ccc(S(N)(=O)=O)cc2)C(Cl)(Cl)Cl)cc1 (stereo unspecified),-37%,5.6µM*,8,1%,0%,-6%,10%,-25%,2
Cc1ccccc1C(=O)NC(=S)Nc1sc2c(c1C#N)CCC(C)C2 (stereo unspecified),-9%[57.5 µM],27%,-29,-7%,11%,-4%,10%,-15%,-4
O=C(NC(c1ccc(-c2ccccc2)cc1)c1cnccn1)C1CCN(CCN2C(=O)c3ccccc3C2=O)CC1 (stereo unspecified),-8%,2%,-12,-3%,6%,14%,18%,2%,3
Cc1cc(C)cc(CC(=O)N2CCC2(C)C(=O)NS(=O)(=O)c2ccc(C#N)cc2)c1 (stereo unspecified),-13%,11%,0,6%,1%,-1%,8%,8%,70*
O=C1CN(C(=O)/C=C/c2ccccc2)CCN1,i,-11%,3,2%,-5%,6%,-11%,-1%,4
COc1cccc(NC(=O)Cn2c(=O)n(CC3CCCO3)c(=O)c3ccccc32)c1 (stereo unspecified),-2%[57.5 µM],0%,8,4%,0%,-10%,8%,0%,11
CCCCCn1c(CCNC(=O)CCC)nc2ccccc21,i,-18%,-18,-9%,5%,2%,22%,2%,-2
O=S1(=O)CCOC[C@H](CC2CCCCC2)N1Cc1ccccc1,-47%[inhibitor],?,25,0%,0%&-15%,5%,?,4%,-22
CC(C)NC(=O)c1onc(CSc2cccc3ccccc23)c1C(=O)O,-57%[inhibitor],?,14,-14%,?,-7%,8%,-12%,1
Cn1cccc1Cc1nnc(SCC(=O)Nc2ccccc2F)n1-c1ccc(F)cc1,-22%,-12%,7,20%,-21%,3%,-1%,1%,1
Cc1nc2cc(C(=O)O)ccc2n1-c1ccc(F)cc1F,-1%[57.5 µM],4%,0,-6%,0%,-4%,17%,-6%,-2
Cn1nnc2cc(NC(=O)Nc3cccc(Cl)c3)ccc21,i,0%,-8,-5%,2%,3%,-9%,-4%,-8
COc1ccccc1C(=O)C1CCCN(C(=O)c2snnc2C)C1 (stereo unspecified),-10%,-10%[7.66 µM],12,1%,?,1%,-17%,13%[7.66 µM],4
O=C(Nc1nc2c(s1)CCCC2=O)c1cnccn1,-21%[57.5 µM],7%,-7,-3%,15%,-12%,-21%,-8%,0
Cc1ccccc1Cn1c2ccccc2c2cnn(CC(=O)NCCc3ccc(Cl)cc3)c(=O)c21,i,14%,nt,nt,1%,nt,23%,-1%,-2
O=C(NCc1cccnc1)c1cccc2c1C(=O)N(C1CCCCC1)C2,-25%,65%[activator],7,-1%,2%,8%,-17%,-9%,2
COc1cccc(C(=O)Oc2ccccc2/C=C\C(=O)c2cc3ccccc3o2)c1,-81%[inhibitor],?,?,14%,-2%,-7%,0%,-4%,-10

# Some of the entries so far, with values under each structure.
# Under each structure: PTHR1 ag | GLP-1R inv ag | D3 antag | aSyn rescue | KB-V1 cytotox | GLP1R ag | TDP43 rescue | HEK293 tox | DRD3 agonist
> COc1ccccc1C(=O)C1CCCN(C(=O)c2snnc2C)C1 (stereo unspecified)
→ -10% | -10%[7.66 µM] | 12 | 1% | ? | 1% | -17% | 13%[7.66 µM] | 4
> O=C(Nc1nc2c(s1)CCCC2=O)c1cnccn1
→ -21%[57.5 µM] | 7% | -7 | -3% | 15% | -12% | -21% | -8% | 0
> Cc1ccccc1Cn1c2ccccc2c2cnn(CC(=O)NCCc3ccc(Cl)cc3)c(=O)c21
→ i | 14% | nt | nt | 1% | nt | 23% | -1% | -2

# The list goes on:
SMILES,PTHR1 ag,GLP-1R inv ag,D3 antag,aSyn rescue,KB-V1 cytotox,GLP1R ag,TDP43 rescue,HEK293 tox,DRD3 agonist
Cc1ccc(N(Cc2ccccc2)C(=O)c2ccc(S(=O)(=O)N3CCOCC3)cc2)cc1,-32%[inhibitor],?,-15,4%,-28%,-4%,29%,6%,2
CCOc1ccc(C2OC34CCCCC3C(C#N)(C#N)C2(C#N)C(=N)O4)cc1OC (stereo unspecified),i,0%,-10,0%,-9%,-4%,19%,270%[activator],0
c1ccc(Cn2ncc3c(N4CCCCC4)ncnc32)cc1,i,?,0,2%,0%,17%,14%,21%,-4
Nc1nc(NC(=O)/C=C/c2ccccc2)nn1-c1ccccc1,i,29%,-19,2%,?,19%,12%,-14%,5
CCN(C(=O)CSc1nnc(Nc2ccccc2C)s1)C1CCS(=O)(=O)C1 (stereo unspecified),i,21%,4,3%,?,1%,-6%,12%,-6
CN1CCN(C(=O)c2ccccc2NC(=O)c2ccc(C(C)(C)C)cc2)CC1,-24%,-11%,-29,-4%,-26%,12%,-9%,-4%,-7
CCN(CC)S(=O)(=O)c1cc(NC(=O)C(=O)c2c(-c3ccccc3)cc3ccccn23)ccc1C,-32%[inhibitor],0%,19,3%,0%,0%,0%,-1%,-1
O=C1CCCC/C=C\C[C@H](CC(=O)N(CCO)Cc2ccccc2)C(=O)N2CCC[C@@H]2CO1,-20%,4%,-27,2%,3%,-5%,2%,16%,-3
O=C(NCc1ccco1)C1CCC(N2C(=O)C3C4CCC(C4)C3C2=O)CC1 (stereo unspecified),i,7%,-13,-3%,-14%,2%,-34%[inhibitor],4%,-1
CCOC(=O)C1=CCN(S(=O)(=O)c2ccccc2C)C1c1ccccc1 (stereo unspecified),-2%,?,-19,15%,0%,14%,-1%,-11%,-3
COc1ccc(NC(=O)Cn2c(=O)sc3ccccc32)c(OC)c1,1%,18%,-23,7%,0%,-2%,?,3%,-9
Cc1nc2ccc(S(=O)(=O)NCC(=O)N(C)Cc3ccco3)cc2s1,i,3%,11,0%,3%,3%,15%,-6%,5
CSc1ccc(S(=O)(=O)N2CCN(Cc3ccc4c(c3)OCO4)CC2)cc1,-46%[inhibitor],?,0,4%,0%,-3%,8%,1%,-2
CCn1nc(C)c(CCN(C)C(=O)Nc2cc(C)cc(C)c2)c1C,i,-2%,nt,nt,24%,nt,9%,-1%,9
O=C(Cc1ccc(Br)cc1)NCCN1CCOCC1,i,-18%,-8,-10%,-6%,6%,-13%,-3%,-11
N#Cc1c(-c2cccc([N+](=O)[O-])c2)nc2n(c1=O)CCS2,i,14%,5,2%,?,3%,11µM*,-3%,0
Cc1cc(-c2nn(-c3ccccc3F)cc2CN2CCC(O)CC2)c(C)s1,?,?,-19,-6%,25%,2%,14%,-6%,-16
O=C(COC(=O)CC1CC2CCC1C2)Nc1ccc(F)cc1Cl (stereo unspecified),-10%,-4%,5,-1%,?,14%,-44%[inhibitor],7%,0
O=C(COc1cccc2cccnc12)N/N=C/c1ccc(O)cc1,i,14%,6,-6%,0%,11%,-6%,0%,3
N=C1S/C(=C\c2ccccc2)C(=O)N1c1ccc(F)cc1,i,13%,-8,2%,?,-2%,-8%,-4%,-6
CCN(CC(=O)Nc1c(F)cccc1F)C(=O)c1ccc(OC)c(S(=O)(=O)NC2CCCC2)c1,-5%,-16%,4,-4%,-19%,-2%,3%,5%,3
COc1cc(COc2ccc(S(=O)(=O)N3CCOCC3)cc2[N+](=O)[O-])ccc1OC(F)F,-16%,?,-7,8%[1.84 µM],-7%,?,6%,-21%,3
O=P(O)(c1ccc(Cl)cc1)c1ccc(Cl)cc1,-3%[57.5 µM],-14%,0,-5%,-3%,-15%,-9%,-1%,-7
Cc1c(NC(=O)CSc2nc3ccccc3n2C)c(=O)n(-c2ccccc2)n1C,-14%[57.5 µM],-9%,9,-1%,12%,-4%,10%,8%,0

# Source: PubChem BioAssay
